Source: PubChem
EP2 antag: human EP2 receptor antagonists, primary screen, TR-FRET cAMP, C6 glioma cells; Prostaglandin E2 receptor EP2 subtype (Homo sapiens), P43116; C6 glioma cells expressing human EP2; cells stimulated with saturating PGE2; inhibition, % at 25 µM; 260,000 tested, 0.52% active;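 active means percent inhibition above 40 after rounding to a whole number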;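 further: rat C6 glioma host cells with rolipram phosphodiesterase inhibitor present; the protocol text gives 20 µM as final concentration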
TbHK1 inh: Trypanosoma brucei hexokinase 1 inhibitors, primary screen, biochemical, G6PDH-coupled NADH absorbance, MLSCN library | hexokinase 1 [Trypanosoma brucei] | inhibition, % at 10 µM | 220,000 tested, 0.11% active | recombinant TbHK1, G6PDH-coupled NADH A340;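 active means inhibition of 50% or more in the single-dose primary screen; inactive means inhibition below 50%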
BaF3 parental: parental Ba/F3 cell viability inhibition, counter-screen for JAK2V617F inhibitor project, murine pro-B, CellTiter-Glo luminescence; AID 1486, 2009; inhibition, % at 5.6 µM; 220,000 tested, 1.1% active; CellTiter-Glo ATP luminescence;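 active means inhibition above a per-campaign cutoff, the mean inhibition of all tested compounds plus 3 SD, cut at about 27% in these data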;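 further: 0% = DMSO wells and 100% = JAK Inhibitor I control wells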
Furin inhibitor: human furin inhibitors, primary screen, biochemical, fluorescence intensity; 220,000 tested, 0.061% active; inhibition, % at 30 µM; AID 463115, 2010; P09958; purified furin, fluorogenic substrate cleavage; in the data active means inhibition above about 25%; further: inactives centre near -15
Target sequence (P09958 108-714 limits assumed): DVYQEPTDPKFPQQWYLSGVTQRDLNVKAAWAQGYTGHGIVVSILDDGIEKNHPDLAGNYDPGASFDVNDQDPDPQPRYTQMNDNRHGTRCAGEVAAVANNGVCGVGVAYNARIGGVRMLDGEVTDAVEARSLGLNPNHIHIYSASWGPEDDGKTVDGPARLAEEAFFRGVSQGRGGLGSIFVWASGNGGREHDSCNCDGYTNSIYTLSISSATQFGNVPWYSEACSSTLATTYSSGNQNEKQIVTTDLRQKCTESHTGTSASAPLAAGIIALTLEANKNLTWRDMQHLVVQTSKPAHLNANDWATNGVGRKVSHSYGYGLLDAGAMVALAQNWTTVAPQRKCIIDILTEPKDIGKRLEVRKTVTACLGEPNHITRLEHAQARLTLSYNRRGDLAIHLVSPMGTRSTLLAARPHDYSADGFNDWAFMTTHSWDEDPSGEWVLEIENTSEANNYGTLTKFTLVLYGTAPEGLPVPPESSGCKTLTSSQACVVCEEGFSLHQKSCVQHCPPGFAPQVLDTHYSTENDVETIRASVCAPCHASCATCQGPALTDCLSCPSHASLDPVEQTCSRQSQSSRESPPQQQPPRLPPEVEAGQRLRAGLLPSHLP
RBBP9 inhibitor: human RBBP9 inhibitors, primary screen, biochemical, fluorescence polarization, FP-Rh probe, HTS. Serine hydrolase RBBP9 (Homo sapiens), O75884. recombinant RBBP9. inhibition, % at 7.94 µM. 220,000 tested, 0.2% active;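 active means inhibition above the campaign mean of all tested compounds plus 3 SD, cut at about 14% in these data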;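 further: plate controls were DMSO wells with RBBP9 for no effect and wells lacking RBBP9 protein for full effect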
Target sequence (O75884 whole entry, looked up): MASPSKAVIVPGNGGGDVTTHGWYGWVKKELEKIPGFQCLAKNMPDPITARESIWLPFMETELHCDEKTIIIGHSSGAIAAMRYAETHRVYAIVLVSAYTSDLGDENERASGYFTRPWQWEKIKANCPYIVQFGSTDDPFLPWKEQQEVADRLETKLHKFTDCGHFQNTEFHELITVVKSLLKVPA
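Material: RBBP9 protein. Amount: RBBP9 at 2.5 µM in dispensed solution, before mixing. Schedule: 30 min then 45 min, 25 °C. Medium: Tris buffer pH 8.0, NaCl, Pluronic. Measured by: fluorescence polarization. Measure: percent inhibition from mP, scaled between DMSO and no-protein wells. Replication: one well per compound.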
p97 inhibitor: inhibitors of human p97 ATPase, primary screen, biochemical; Transitional endoplasmic reticulum ATPase (Homo sapiens), P55072; recombinant p97 ATPase, Kinase-Glo ATP luminescence, 3 h; inhibition, % at 8 µM; 220,000 tested, 0.42% active; AID 1481, 2009; in the data active means inhibition above about 15%;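 further: 0% = DMSO vehicle and 100% = wells lacking enzyme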
PPC-1+TRAIL kill: compounds killing PPC-1 cancer cells with TRAIL present, primary screen, TRAIL potentiator project, ATPLite luminescence, uHTS | PPC-1 cells + TRAIL, ATPLite viability luminescence | cell killing (% activity), % at 4 µM | 220,000 tested, 0.41% active;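 active means cell killing above 50% in the first pass at 4 µM, then a duplicate retest at 5 µM averaging 50% or more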;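 further: plate controls were cells with TRAIL plus DMSO for no effect and medium-only wells lacking cells for full effect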
NCF1 inh: p47phox/p22phox peptide binding inhibitors, primary screen, biochemical, uHTS, NADPH oxidase regulatory subunit; fluorescence polarization, 2 h; inhibition, % at 24.7 µM; Neutrophil cytosol factor 1 (Homo sapiens), P14598; 220,000 tested, 0.53% active; AID 1274, 2008;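 active means inhibition above about 30%, limit read from the data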;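 further: 0% = p47phox with labelled peptide and 100% = labelled peptide alone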
Ba/F3 V617F tox: reduced viability of JAK2V617F-dependent Ba/F3 cells, primary screen, JAK2V617F inhibitor project, cell-based, Ba/F3 EpoR-JAK2V617F, luminescence; ATP luminescence; inhibition, % at 5.6 µM; AID 1446, 2008; 220,000 tested, 1.1% active;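 active means inhibition above the campaign mean plus 3 SD over all tested compounds, cut at about 24% in these data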;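 further: cytokine-independent growth of Ba/F3 cells driven by EpoR plus mutant JAK2; 0% = DMSO-treated cells and 100% = JAK inhibitor I control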
* hit, by the source's call; · = no result given; & = joins results of further samples; [ ] = dose if it differs, or a comment.

SMILES	EP2 antag	TbHK1 inh	BaF3 parental	Furin inhibitor	RBBP9 inhibitor	p97 inhibitor	PPC-1+TRAIL kill	NCF1 inh	Ba/F3 V617F tox
CCc1nnc(NC(=O)CN2C(=O)/C(=C/c3ccc(OC)c(OC)c3)SC2=S)s1	5	1	7	-18	-3	5	14	-1	-3
O=C(COC(=O)c1cnccn1)NCc1ccc2c(c1)OCO2	0	-1	8	-32	1	2	27	-2	1
Cc1oc(S(=O)(=O)N(C)C)cc1C(=O)Nc1ccc(Cl)cc1	5	36	1	-34	-5	1	7	-2	-1
CC(=O)NCC(=O)NC(C(=O)Nc1ccc2c(c1)OCCO2)c1ccc(C)cc1 (stereo not given)	13	0	5	-29	-7	3	21	1	-1
OCC(O)C1OC(Nc2ccc(Cl)cc2)C(O)C1O (stereo not given)	7	-9	2	-8	1	1	-4	-11	-1
O=C(Cn1cnc2scc(-c3cccc([N+](=O)[O-])c3)c2c1=O)NCc1ccco1	9	0	3	0	-9	3	5	-10	0
O=C(CN1CCN(S(=O)(=O)c2cc(Cl)ccc2Cl)CC1)Nc1ccc2c(c1)OCCO2	9	-2	4	-11	2	3	18	-12	-3
Cc1ccc(-c2noc(CSc3nc(N)cc(N)n3)n2)cc1	6	1	3	-18	-3	0	6	-14	-3
Cc1cc2cc(CNC(=S)Nc3ccc(OC(F)F)cc3)ccc2n1C	3	-1	6	-1	1	8	-6	0	1
COCCNC(=O)c1sc2ncn(CC(=O)N3CCCCC3)c(=O)c2c1C	16	0	4	-13	8	1	23	-7	-1
O=C(CN1c2ccccc2Sc2ccccc21)NNC(=O)Nc1cccc(Cl)c1	10	17	-3	-25	0	8	17	-5	2
C=CCc1c(C)[nH]c2ccc(C)cc2c1=O	13	-17	1	-11[20 µM]	-2	-2	-2	2	0
CCn1c(COc2cccc(OC)c2)nnc1SCC(=O)Nc1cc(OC)ccc1OC	4	-3	-2	-18	3	3	-1	3	-4
CC1CN(C2CCN(C(=O)c3cccc(Cl)c3)CC2)CC(C)O1 (stereo not given)	13	-3	6	-14[20 µM]	-7	-5	4	0	3
CCN1CCN(C(=O)CN(c2ccc(F)c(Cl)c2)S(C)(=O)=O)CC1	10	-2	4	-19	-4	4	19	2	-2
Cc1cccc(C(=O)NC2CCN(C(=S)NCc3ccco3)CC2)c1	10&-6	3	5	-6[20 µM]	-2	6	7	-7	-3
Cc1ccc(/C=N/Nc2ccc3c(C(F)(F)F)cc(C(F)(F)F)nc3n2)cc1	15	-36	0	-8	6	7	-18	-106	-3
O=C(O)c1ccc(-c2nc3ccccc3s2)o1	13	-71	-10	-1	0	-2	4	-1	7
CN(C(=O)CO/N=C/c1ccc(Cl)cc1)c1ccccc1	7	7	0	-18	-2	-2	-21	-4	0
COC(=O)CCCNC(=O)c1ccc2[nH]c(C)c(C)c2c1	5	6	10	-5	0	-2	1	-1	5
CC(=O)N1CCCc2cc(S(=O)(=O)N3CCC(C)CC3)ccc21	2	-2	3	-11	-1	3	12	-10	-1
O=C(COc1ccccc1Cl)N1CCN(c2ncccn2)CC1	5	1	1	-15	10	1	9	-2	-2
COC(=O)CN1C(=O)C2(C(C#N)=C(N)Oc3cc(C)oc(=O)c32)c2ccccc21 (stereo not given)	11	-20	8	-31	-1	0	2	-8	2
COc1c(C(=O)N2CCCC2)ccc2ccccc12	6	5	4	-8[20 µM]	10	1	17	-8	2
COc1ccc(C2/C=C\CN(C(=O)c3ccc(C)cc3)CC(=O)N2Cc2ccc(F)cc2)cc1 (stereo not given)	4	0	·	-25	·	·	5	2	·

One compound at a time, as listed above. Screens in order: EP2 antag | TbHK1 inh | BaF3 parental | Furin inhibitor | RBBP9 inhibitor | p97 inhibitor | PPC-1+TRAIL kill | NCF1 inh | Ba/F3 V617F tox
Profile of CC(=O)NCC(=O)NC(C(=O)Nc1ccc2c(c1)OCCO2)c1ccc(C)cc1 (stereo not given) = 13 | 0 | 5 | -29 | -7 | 3 | 21 | 1 | -1
Profile of CCn1c(COc2cccc(OC)c2)nnc1SCC(=O)Nc1cc(OC)ccc1OC = 4 | -3 | -2 | -18 | 3 | 3 | -1 | 3 | -4
Profile of CCc1nnc(NC(=O)CN2C(=O)/C(=C/c3ccc(OC)c(OC)c3)SC2=S)s1 = 5 | 1 | 7 | -18 | -3 | 5 | 14 | -1 | -3

(continued)
SMILES	EP2 antag	TbHK1 inh	BaF3 parental	Furin inhibitor	RBBP9 inhibitor	p97 inhibitor	PPC-1+TRAIL kill	NCF1 inh	Ba/F3 V617F tox
CC(C)C(=O)NNc1ccccc1	7	0	4	-19	-8	0	12	-1	0
O=C(COc1ccccc1F)NC1CCN(Cc2ccccc2)CC1	0	-4	4	-19[20 µM]	-3	6	-2	2	1
Cc1cc(C(=O)CSc2nncs2)c(C)n1-c1c(C)n(C)n(-c2ccccc2)c1=O	6	20	5	-25	-9	8	5	-12	-2
COCCCNC(=O)CC1C(=O)N(Cc2ccccc2)C(C)c2nc3ccccc3n21 (stereo not given)	6	-3	8	-16	2	4	13	-1	2
O=c1cc[nH]c2ccc(Cl)cc12	12	-12	-1	-11	-9	7	-6	2	-2
Cc1ccc(-c2nnc(Nc3ccccc3)c3ccccc23)cc1S(=O)(=O)NCC1CCCO1 (stereo not given)	20	-8	5	-27	0	9	-1	-9	0
S=C(NCCN1CCOCC1)Nc1ccccc1Cl	1	-5	4	-14	-2	4	18	4	-2
Cc1ccc(-c2ccc(C(=O)O)o2)cc1Cl	7	-6	-1	-16	-4	9	-23	3	-2
C/C(CC(=O)Nc1ccccc1-c1ccccc1)=N\NC(=O)COc1ccc(C)cc1Br	3	3	5	-7[20 µM]	-6	-4	-13	-3	7
COC(=O)C(CC(C)C)NC(=O)CSc1nc(-c2ccccc2)c(C#N)c(=O)[nH]1 (stereo not given)	20	-1	3	-22[20 µM]	-1	-7	15	-6	1
COc1cc(/C=N/Nc2cc(C)nc(NS(=O)(=O)c3ccc(C)cc3)n2)ccc1O	15	-47	4	0	-8	8	7	-15	-2
COc1ccc(NC(=O)CCC(=O)N/N=C/c2cn(C)nc2C)cc1	7	-1	2	-20	-10	-1	10	-11	1
CCN(CC)S(=O)(=O)c1ccc(C(=O)NCc2n[nH]c(=S)n2-c2ccc(Cl)c(Cl)c2)cc1	7	1	6	-17	-9	3	24	-5	0
Cc1cc(-c2ccccc2)n[nH]1	5	3	-1	-4	-10	-5	-5	-1	2
CCSc1nnc([C@@H](NC(=O)OC(C)(C)C)C(C)C)o1	8	-4	-2	-6	-2	4	20	-9	-4
CC1(C)CC(=O)C=C(Nc2ccc(Br)cn2)C1	22	-33	4	-4	-2	3	9	-10	2
NC(=O)CC(NC(=O)c1ccc(Br)cc1)c1ccc(N2CCC(Br)CC2)c([N+](=O)[O-])c1 (stereo not given)	21	-11	·	-7	·	·	20	7	·
CC(O)CCc1ccc(O)cc1 (stereo not given)	3	5	5	-22	1	5	-17	-4	0
COc1ccc(-c2nc(Cn3c(SCc4ccc(C)cc4)nc4ccncc43)c(C)o2)cc1OC	9	-28	11	0	-10	-2	20[5 µM]	-27	2
Cn1nnnc1SCCNCc1ccccc1F	8	4	5	-7[20 µM]	-7	0	-9	-3	-1
c1cnc2c(SCc3ccc(-c4nnco4)cc3)cccc2c1	17	2	0	-22	-4	0	18	-11	-2
CCOC(=O)c1ccc(NC(=O)Cn2nnc(-c3ccc(C)cc3)n2)cc1	4	-14	2	-20	3	4	9	-14	-1
O=C(O)C1CCCN1S(=O)(=O)c1cccc2nsnc12 (stereo not given)	5	-15	1	-5	-6	4	8	2	-1
CCS(=O)(=O)N1CCC(C(=O)N2CCOCC2)CC1	4	-7	4	-23[20 µM]	-2	5	8	-2	-1
C/C(=N\Nc1ncc(Cl)cc1Cl)c1ccc(C#N)cc1	0	-16	0	-15	-5	2	4	-13	2
Other records.
SMILES	EP2 antag	TbHK1 inh	BaF3 parental	Furin inhibitor	RBBP9 inhibitor	p97 inhibitor	PPC-1+TRAIL kill	NCF1 inh	Ba/F3 V617F tox
CCOC(=O)c1cn(CC(=O)Nc2cccc(F)c2)nn1	3	-2	5	-22	3	2	3	0	-1
c1coc(CN2CN=C(Nc3nc4ccccc4s3)NC2)c1	9	-4	0	-23[20 µM]	-9	3	10	-7	3
CCNc1nc(NCC)n2c(SCc3ccc(F)cc3)nnc2n1	9	-3	-1	-16	-1	-8	-8	-12	0
CC(C)(C)Nc1nc(N2CCCC2)nc(N2CCCC2)n1	12&4	6	1	-21[20 µM]	-6	-1	9	-13	-2
CCOC(=O)c1sc(NC(=O)c2cccc(S(=O)(=O)N3CCN(C)CC3)c2)cc1C	14	-39	3	-6	-6	1	17	-14	1
Cc1ccccc1OCC(=O)N/N=C/C=C/c1ccccc1	-2	-6	1	-19	-7	-2	9	0	1
Cc1cccc2c(=O)cc(C)n(CC(=O)N3CCOCC3)c12	11	-3	3	-14	6	4	9	-9	-2
CCc1ccccc1NC(=S)N(CCN(C)C)C(C)c1cccnc1 (stereo not given)	3	2	0	-23	-15	-5	-5	10	2
O=C(COc1ccc(Cl)cc1Cl)N(c1ccccn1)C1CCCCC1	8	17	5	-22	-8	-3	-1	-16	-2
O=C(COC(=O)c1ccc(Br)cc1)NCc1ccc(F)cc1	4	7	6	-30	-2	0	11	-6	2
O=C(NCCCN1CCOCC1)C(=O)NCC1CCCO1 (stereo not given)	5	31	6	0	-6	6	15	-17	-2
O=C(COC(=O)c1ccc(O)cc1)Nc1cc(C(F)(F)F)ccc1Cl	10	0	4	-20	-7	4	7	-14	-1
Cc1nc2ccccc2n1C1CCN(CC(=O)Nc2ccccc2Br)CC1	12	-14	-3	-9	-3	10	5	7	-1
CCn1c(SCC(=O)NCc2ccco2)nnc1-c1c[nH]c2ccccc12	5	-4	0	-6[20 µM]	-5	2	16	-6	-4
COCCn1c(=NC(=O)/C=C/c2ccccc2Cl)sc2cc(NC(C)=O)ccc21	4	-13	11	-8	-18	-9	44	0	6
COc1ccc(C(=O)NCCCc2nc3ccccc3n2Cc2ccccc2C)cc1OC	16	-1	3	-19	-5	3	-11	-1	1
CCn1ncc(CN2CCN(Cc3cccc(OC)c3)C(CCO)C2)c1C (stereo not given)	10	-8	0	-22	-5	4	3	-3	-2
NC(=O)c1sc2nc3c(cc2c1N)CCC3	3	-5	4	-23	-6	2	4	-8	-2
O=C(CSc1nc2[nH]ncc2c(=O)n1-c1ccccc1)N1CCCCCC1	3	-4	-1	-29	-5	0	0	-1	0
O=C1C=C(c2ccccc2)C[C@H](c2cccs2)[C@H]1n1nnc([N+](=O)[O-])n1	4	6	6	-5	-4	2	27	-8	1
CCOC(=O)NC1(C(F)(F)F)N=C(c2ccccc2)NC1=O (stereo not given)	10	-1	0	-19[20 µM]	5	5	4	1	-4
COc1ccc(C(=O)Nc2ccc(N3CCCCC3)cc2)cc1Br	5	21	7	-3	-7	1	35	-8	2
COc1cc(C(=O)NCC(c2ccco2)N(C)C)cc(OC)c1OC (stereo not given)	5	-3	6	-11	-4	0	11	-11	0
Cc1cc(OC(=O)CNC(=O)OC(C)(C)C)c2c(C)cc(=O)oc2c1	10	-1	1	-21	-3	0	-5	7	3

A portion of the library; rates above refer to the full screens.
